Assay outcomes (PubChem BioAssay)
EZH2 inh: EZH2/PRC2 methyltransferase inhibitors, primary screen, biochemical, DELFIA time-resolved fluorescence, single point; 0.35% of 57,000 active; PRC2 H3K27 methylation, DELFIA TRF, 1 h; inhibition, % at 12.5 µM;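 active = mean inhibition of replicates at least 50% and every single replicate also reaching 50%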;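 note: dimethyl H3K27 on biotinylated H3 21-44 peptide detected by antibody; plate controls were median neutral control wells for no effect and median positive control wells for full effect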
Target sequence (Q15910 whole entry, looked up): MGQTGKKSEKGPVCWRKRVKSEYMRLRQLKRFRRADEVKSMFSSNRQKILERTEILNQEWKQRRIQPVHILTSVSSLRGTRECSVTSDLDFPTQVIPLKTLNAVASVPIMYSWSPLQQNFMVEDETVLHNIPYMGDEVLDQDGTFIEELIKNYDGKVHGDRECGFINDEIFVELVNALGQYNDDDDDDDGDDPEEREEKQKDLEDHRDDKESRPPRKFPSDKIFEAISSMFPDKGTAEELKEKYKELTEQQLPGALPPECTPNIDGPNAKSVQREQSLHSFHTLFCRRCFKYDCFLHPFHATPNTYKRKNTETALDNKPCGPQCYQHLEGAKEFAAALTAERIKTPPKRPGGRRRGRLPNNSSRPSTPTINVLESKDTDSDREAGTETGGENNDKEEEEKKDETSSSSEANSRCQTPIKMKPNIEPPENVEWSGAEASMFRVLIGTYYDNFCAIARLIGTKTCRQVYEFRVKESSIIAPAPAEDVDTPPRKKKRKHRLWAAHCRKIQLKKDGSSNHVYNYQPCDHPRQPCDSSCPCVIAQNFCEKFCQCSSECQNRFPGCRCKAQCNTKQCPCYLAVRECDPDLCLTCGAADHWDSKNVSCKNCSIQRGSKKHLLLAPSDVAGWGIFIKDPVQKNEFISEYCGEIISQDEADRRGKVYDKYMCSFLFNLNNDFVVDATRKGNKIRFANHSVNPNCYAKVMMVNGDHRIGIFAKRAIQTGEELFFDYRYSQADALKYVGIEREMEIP
IDH1 R132H inh: inhibitors of IDH1 R132H reductase, primary screen, biochemical, plate reader, single point. Isocitrate dehydrogenase [NADP] cytoplasmic (Homo sapiens), O75874. diaphorase/resazurin fluorescence, 60 min. inhibition, % at 10 µM. 0.18% of 70,000 active; in the data active = inhibition above about 34%;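 note: 0% = DMSO and 100% = no enzyme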
Starred values were filed as active, the others as inactive; nt = no result given; & = joins results of further samples.

SMILES	EZH2 inh	IDH1 R132H inh
C[C@H](CO)N1C[C@H](C)[C@H](CN(C)Cc2ccccc2)Oc2ccc(NC(=O)c3ccncc3)cc2CC1=O	3.9	-1.9
COc1ccc(CN(C)C[C@@H]2OCCCC[C@H](C)Oc3ccc(NS(=O)(=O)c4ccc(F)cc4)cc3C(=O)N([C@@H](C)CO)C[C@H]2C)cc1	nt	-0.6
O=C(O)C1(NS(=O)(=O)c2ccc(F)c(Cl)c2)CCCCC1	-0.8	0.4
CO[C@H](CN(C)S(=O)(=O)c1ccc(C)cc1)[C@@H](C)CN(C(=O)Nc1ccccc1F)[C@@H](C)CO	5.2	-0.2
CO[C@H]1CN(C)C(=O)c2cc(NC(=O)NC(C)C)ccc2OC[C@H](C)N(Cc2ccccn2)C[C@@H]1C	-7.1	0.1
C[C@@H]1CN([C@@H](C)CO)C(=O)c2cc(NC(=O)Nc3ccc(C(F)(F)F)cc3)ccc2O[C@@H](C)CCCCO[C@H]1CN(C)C	-19.9	3.3
CN1CCN(C(=O)C[C@@H]2C[C@@H]3c4cc(NC(=O)Nc5ccc(C(F)(F)F)cc5)ccc4O[C@@H]3[C@@H](CO)O2)CC1	-12.1	0.0
CCC(=O)N[C@H]1C=C[C@@H](CC(=O)NCC2CCCCC2)O[C@@H]1CO	-10.2	-0.1
CO[C@@H]1CN(C)C(=O)c2ccc(NS(=O)(=O)c3cn(C)cn3)cc2OC[C@@H](C)N(Cc2cccc(C(F)(F)F)c2)C[C@H]1C	-6.6	-0.1
CCCCc1ccc(-c2csc(NC(=O)c3ccccc3[N+](=O)[O-])c2C(N)=O)cc1	12.7	0.1
C[C@@H]1CN([C@H](C)CO)C(=O)c2cc(-c3ccc(F)cc3)cnc2O[C@H]1CN(C)CC1CCOCC1	nt	-0.1
COC(=O)[C@H]1[C@H]2C[C@@H]3c4[nH]c5cc(OC)ccc5c4CCN3C[C@H]2C[C@@H](OC(=O)/C=C/c2cc(OC)c(OC)c(OC)c2)[C@@H]1OC	-31.7	1.8&0.4
CO[C@@H]1CN(C)C(=O)c2cc(NC(=O)Nc3cccc(Cl)c3)ccc2OC[C@@H](C)N(C(=O)Nc2c(C)noc2C)C[C@H]1C	8.1	-0.2
Cc1ccc(S(=O)(=O)N(CC(=O)O)c2ccc(Cl)c(C(F)(F)F)c2)cc1	7.8	0.1
C[C@@H]1CCCCO[C@H](CN(C)S(=O)(=O)c2ccccc2)[C@@H](C)CN([C@@H](C)CO)C(=O)c2cc(NC(=O)CCC(F)(F)F)ccc2O1	nt	1.2
Cc1ccc(C(C)C)c(OCC(=O)Nc2ncc(I)cc2C)c1	24.8	0.0
COc1ccc(S(=O)(=O)Nc2ccc3c(c2)C(=O)N([C@@H](C)CO)C[C@H](C)[C@H](CN(C)Cc2ccc(-c4ccccc4)cc2)O3)cc1	nt	0.3
C[C@H](CO)N1C[C@H](C)[C@H](CN(C)Cc2ccc(C(=O)O)cc2)Oc2c(NS(=O)(=O)c3cccs3)cccc2C1=O	nt	2.3
C[C@@H]1CN([C@@H](C)CO)C(=O)c2cc(/C=C/c3ccccc3)cnc2O[C@H]1CN(C)C(=O)c1ccncc1	6.5	-2.5
O=C(Nc1ccc2c(c1)[C@@H]1C[C@@H](CC(=O)N3CCCCC3)O[C@@H](CO)[C@@H]1O2)c1ccc2c(c1)OCO2	12.6	-1.5

Some of these compounds in order of formula weight, rising.
SMILES	EZH2 inh	IDH1 R132H inh
Cc1ccc(S(=O)(=O)N(CC(=O)O)c2ccc(Cl)c(C(F)(F)F)c2)cc1	7.8	0.1
Cc1ccc(C(C)C)c(OCC(=O)Nc2ncc(I)cc2C)c1	24.8	0.0
C[C@@H]1CN([C@H](C)CO)C(=O)c2cc(-c3ccc(F)cc3)cnc2O[C@H]1CN(C)CC1CCOCC1	nt	-0.1
C[C@H](CO)N1C[C@H](C)[C@H](CN(C)Cc2ccc(C(=O)O)cc2)Oc2c(NS(=O)(=O)c3cccs3)cccc2C1=O	nt	2.3
CO[C@@H]1CN(C)C(=O)c2cc(NC(=O)Nc3cccc(Cl)c3)ccc2OC[C@@H](C)N(C(=O)Nc2c(C)noc2C)C[C@H]1C	8.1	-0.2
COC(=O)[C@H]1[C@H]2C[C@@H]3c4[nH]c5cc(OC)ccc5c4CCN3C[C@H]2C[C@@H](OC(=O)/C=C/c2cc(OC)c(OC)c(OC)c2)[C@@H]1OC	-31.7	1.8&0.4

(list continues)
SMILES	EZH2 inh	IDH1 R132H inh
COc1ccc(NC(=O)CN2CCC(C(N)=O)(N3CCCCC3)CC2)cc1	2.6	0.2
COc1ccccc1-c1cnc2c(c1)C(=O)N([C@H](C)CO)C[C@@H](C)[C@@H](CN(C)C(=O)CN(C)C)O2	-9.2	0.1
C[C@H]1CN([C@@H](C)CO)C(=O)c2cc(NS(=O)(=O)c3ccccc3)ccc2O[C@@H]1CN(C)Cc1ccc(C(F)(F)F)cc1	-8.7	1.8
CC(C)NC(=O)N[C@H]1C=C[C@@H](CC(=O)NC2Cc3ccccc3C2)O[C@@H]1CO	9.9	-0.1
CC(C)C#Cc1cnc2c(c1)C(=O)N([C@H](C)CO)C[C@@H](C)[C@H](CN(C)Cc1cncnc1)O2	8.6	-0.2
COc1ccc(CN(C)C[C@@H]2Oc3ccc(N(C)C)cc3CC(=O)N([C@@H](C)CO)C[C@@H]2C)cc1	-4.3	-0.2
CC(C)CC#Cc1cnc2c(c1)C(=O)N([C@H](C)CO)C[C@H](C)[C@H](CN(C)C(=O)Cc1cccnc1)O2	nt	-1.2
Cc1noc(C)c1S(=O)(=O)N(C)C[C@H]1Oc2ccc(NC(=O)CCCCCC(=O)Nc3ccccc3N)cc2CC(=O)N([C@H](C)CO)C[C@@H]1C	nt	-1.0
C[C@H](CO)N1C[C@H](C)[C@H](CN(C)Cc2ccc(Oc3ccccc3)cc2)Oc2ccc(NS(=O)(=O)c3ccc(F)cc3)cc2C1=O	nt	0.9
C[C@H]1CN([C@@H](C)CO)C(=O)c2cc(NC(=O)NC3CCCCC3)ccc2O[C@H]1CN(C)S(=O)(=O)c1ccc(F)cc1	-8.6	4.7
OC(CN1CCC(Cc2ccc(F)cc2)CC1)c1ccc(Cl)cc1 (centres undefined)	nt	0.1
C[C@@H]1CN([C@@H](C)CO)S(=O)(=O)c2ccc(/C=C/c3ccccc3)cc2O[C@@H]1CN(C)C(=O)c1ccccc1	-3.8	-7.5
CO[C@@H]1CN(C)C(=O)c2cc(NC(C)=O)ccc2OC[C@H](C)N(Cc2ccccc2C(=O)O)C[C@@H]1C	2.1	-0.2
COc1ccc(NC(=O)Nc2ccc3c(c2)C(=O)N([C@@H](C)CO)C[C@H](C)[C@H](CN(C)C(=O)Nc2ccc(F)cc2)O3)cc1	-7.6	nt
C[C@@H]1CN([C@H](C)CO)C(=O)c2cc(-c3cccnc3)cnc2O[C@H]1CN(C)C	34.8	2.4
C[C@H](CO)N1C[C@H](C)[C@H](CN(C)C(=O)c2cnccn2)Oc2ncc(/C=C/c3ccccc3)cc2C1=O	-5.8	-1.2
CC(C)NC(=O)N[C@H]1C=C[C@@H](CC(=O)NCCCN(C)C)O[C@@H]1CO	10.9	-0.1
C[C@H]1CCCCO[C@@H](CN(C)Cc2ccc3c(c2)OCO3)[C@@H](C)CN([C@@H](C)CO)C(=O)c2cc(NC(=O)Nc3ccc(C(F)(F)F)cc3)ccc2O1	nt	1.1
CO[C@@H]1CN(C)C(=O)c2cc(NC(=O)Nc3ccccc3)ccc2OC[C@H](C)N(C(=O)Nc2c(C)noc2C)C[C@@H]1C	-1.9	0.2
COc1ccc(S(=O)(=O)Nc2ccc3c(c2)C(=O)N([C@@H](C)CO)C[C@H](C)[C@H](CN(C)Cc2ccccc2)O3)cc1	nt	-3.8
COc1ccc(NC(=O)N(C)C[C@@H]2OCc3cnnn3CCCC(=O)N([C@H](C)CO)C[C@@H]2C)cc1	nt	1.0
COc1ccccc1CNC(=O)C[C@H]1CC[C@H](NC(=O)CN(C)C)[C@H](CO)O1	3.7	0.4
C[C@@H]1CN([C@@H](C)CO)C(=O)c2cccc(NC(=O)c3cnccn3)c2O[C@@H]1CN(C)Cc1ccncc1	4.7	3.3
C[C@H]1CN([C@@H](C)CO)C(=O)c2cccc(NC(=O)c3cnccn3)c2O[C@@H]1CN(C)Cc1ccccc1	-11.8	-0.8
COCc1cn(CC[C@H]2CC[C@H](NC(=O)c3ccccc3)[C@H](CO)O2)nn1	3.9	0.1
C[C@@H]1CN([C@@H](C)CO)C(=O)c2cc(NC(=O)CCCN(C)C)ccc2O[C@H]1CN(C)S(=O)(=O)c1cn(C)cn1	nt	2.8
C[C@H]1CN([C@@H](C)CO)C(=O)c2cc(NS(=O)(=O)c3ccc(Cl)cc3)ccc2O[C@H]1CN(C)Cc1ccc(-c2ccccc2)cc1	nt	3.3
N#Cc1c(NC(=O)CCn2cnc3ccccc3c2=O)sc2c1CCCC2	-25.3	-0.5
COCC#Cc1cnc2c(c1)C(=O)N([C@@H](C)CO)C[C@@H](C)[C@@H](CN(C)C(=O)Nc1cccc(F)c1)O2	-6.5	nt
C/C=C/[C@H](CC(=O)N(CCO)Cc1ccccc1)[Si](C)(C)c1ccc(OC)cc1	57.6*	nt
C[C@@H]1CN([C@H](C)CO)S(=O)(=O)c2ccc(C#Cc3cccnc3)cc2O[C@@H]1CN(C)C(=O)Nc1ccc2c(c1)OCO2	-8.0	0.1
CC1CCc2c(sc3ncnc(SCC(=O)Nc4ccc5c(c4)OCCO5)c23)C1 (centres undefined)	-5.7	0.3
Cc1ccc(S(=O)(=O)Nc2cccc3c2O[C@@H](CN(C)C(=O)Nc2ccc(C(F)(F)F)cc2)[C@@H](C)CN([C@H](C)CO)C3=O)cc1	nt	1.3
CC(C)NC(=O)N(C)C[C@@H]1Oc2ccc(NC(=O)NC3CCCCC3)cc2CC(=O)N([C@@H](C)CO)C[C@@H]1C	nt	-0.4
COc1ccc(NC(=O)Nc2ccc3c(c2)CC(=O)N([C@@H](C)CO)C[C@@H](C)[C@@H](CN(C)Cc2ccc(-c4ccccc4)cc2)O3)cc1	nt	0.2
C[C@H]1CN([C@@H](C)CO)C(=O)c2cccc(NC(=O)c3cnccn3)c2O[C@H]1CN(C)CC1CCCCC1	-6.0	nt
C[C@@H]1CN([C@@H](C)CO)C(=O)CCCn2nncc2CO[C@H]1CN(C)C(=O)Nc1ccc(-c2cccs2)cc1	nt	0.7
O=C(N/N=C/c1ccc(S(=O)(=O)O)o1)c1ccccn1	-23.3	nt
COc1ccccc1NC(=O)CNS(=O)(=O)c1ccccc1	nt	-0.2
O=C(NCc1csc(-c2cccs2)n1)c1ccno1	1.7	0.1
C[C@@H]1CN([C@H](C)CO)C(=O)Cc2cc(N(C)C)ccc2O[C@@H]1CN(C)C(=O)Nc1ccc(C(F)(F)F)cc1	2.5	0.5
C[C@H](CO)N1C[C@H](C)[C@H](CN(C)C(=O)NC2CCCCC2)Oc2ccc(NC(=O)Nc3ccccc3)cc2C1=O	nt	-0.6
O=C(C[C@H]1C=C[C@@H](NC(=O)C2CC2)[C@@H](CO)O1)Nc1nccs1	2.8	-0.2
O=C(CSc1nnc(-c2ccccc2)c(-c2ccccc2)n1)Nc1cccc(C(F)(F)F)c1	40.0	0.9
Cc1c(NC(=O)CN(c2ccccc2F)S(C)(=O)=O)cccc1[N+](=O)[O-]	-8.7	-0.1
O=C(O)c1cccc(-n2nnnc2SCc2ccccn2)c1	nt	0.1
CCCC(=O)Nc1ccc2c(c1)OC[C@H](C)N(Cc1ccncc1)C[C@@H](C)[C@H](OC)CN(C)C2=O	-3.4	-0.5
CC(=O)Nc1ccc(NS(=O)(=O)c2ccc(Cl)c(C(=O)O)c2)cc1	nt	2.3
O=C(Nc1ccc(Cl)cc1)N[C@@H]1CC[C@@H](CCn2cc(-c3ccccc3F)nn2)O[C@@H]1CO	-8.0	0.4
CCc1ccccc1NC(=O)CCCN1C(=O)c2ccccc2C1=O	-2.5	0.3

Entries of single compounds as entered above:
COc1ccccc1CNC(=O)C[C@H]1CC[C@H](NC(=O)CN(C)C)[C@H](CO)O1 in the list: EZH2 inh = 3.7; IDH1 R132H inh = 0.4
COc1ccccc1-c1cnc2c(c1)C(=O)N([C@H](C)CO)C[C@@H](C)[C@@H](CN(C)C(=O)CN(C)C)O2 in the list: EZH2 inh = -9.2; IDH1 R132H inh = 0.1

Other compounds
SMILES	EZH2 inh	IDH1 R132H inh
C[C@@H]1CN([C@H](C)CO)C(=O)CCCn2cc(nn2)CO[C@@H]1CN(C)S(=O)(=O)c1cccc(C#N)c1	nt	-0.9
COCC(=O)N1[C@H](CO)[C@H](c2ccccc2)[C@@H]1C#N	nt	0.8
Cc1cc(=O)[nH]c(SCC(=O)Nc2ccc(I)cc2)n1	-10.1	0.4
O=C(Nc1ccccc1[N+](=O)[O-])c1cccc(S(=O)(=O)Nc2ccc(Br)cc2)c1	19.9	-0.3
C[C@@H]1CN([C@H](C)CO)C(=O)Cc2cc(NC(=O)C3CCCCC3)ccc2O[C@H]1CN(C)C(=O)Nc1ccc2c(c1)OCO2	nt	-0.5
Cc1noc(C)c1NC(=O)Nc1ccc2c(c1)C(=O)N([C@H](C)CO)C[C@H](C)[C@@H](CN(C)S(=O)(=O)c1cn(C)cn1)O2	nt	1.3
CO[C@H]1CN(C)C(=O)c2ccc(NC(C)=O)cc2OC[C@H](C)N(C(=O)c2ccccc2)C[C@@H]1C	0.8	-0.3
COc1ccc(S(=O)(=O)Nc2cccc3c2O[C@H](CN(C)Cc2ccc(Cl)c(Cl)c2)[C@@H](C)CN([C@@H](C)CO)C3=O)cc1	nt	0.1
C[C@H](CO)N1C[C@H](C)[C@@H](CN(C)Cc2ccc(-c3ccccc3)cc2)Oc2ccc(NC(=O)Cc3cn(C)c4ccccc34)cc2C1=O	nt	0.9
C[C@H]1CN([C@@H](C)CO)C(=O)c2cc(-c3ccc(C#N)cc3)cnc2O[C@H]1CN(C)C(=O)CN(C)C	-2.4	0.4
O=C(N[C@H]1CC[C@H](CCNC(=O)C2CC2)O[C@@H]1CO)c1ccncc1	-6.3	0.5

The list is partial (hit frequency here may not be typical).
